Compound activity from PubChem.
ER stress surv: ER stress cell death inhibition; CSM14.1 thapsigargin ER stress survival, ATP luminescence; relative survival (cellular ATP), % at 15 µg/mL (by protocol); 48,000 compounds, 0.33% hits;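 active = survival measured by cellular ATP above 50% at 15 µg/ml in the first screen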;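 note: cell death triggered by about 15 µM thapsigargin; ATP read 24 h after thapsigargin was added; plate controls were thapsigargin with DMSO for no effect and DMSO without thapsigargin for full effect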
* = called active by the depositor. These rows are one share of the data (hit frequency here may not be typical).

SMILES | ER stress surv
O=S(=O)(/N=C(/Nc1cccc(O)c1)c1ccccc1)c1ccccc1 | -2
Cc1cccc(NC(=O)/C(=C/c2ccc(C)o2)NC(=O)c2ccccc2)c1 | 3
COc1ccc(C(=O)Nc2ccc3c(c2)Cc2ccccc2-3)cc1Br | 10
CCOC(=O)C(NS(=O)(=O)c1ccc2c(c1)Cc1ccccc1-2)C(O)c1ccccc1 (stereo not drawn) | 5
Cc1ccc(S(=O)(=O)Nc2ccc(OC(=O)c3ccc(Cl)cc3)cc2)c(C)c1 | 1
O=C(COc1ccc2ccccc2c1)NCCCN1CCOCC1 | -3
CC(C)(C)C(=O)CN1C2=NCCN2c2ccccc21 | -4
CCOC(=O)C(CCCCCOc1ccccc1C(C)(C)C)C(=O)OCC | -2
NNC(=O)c1cc(=O)[nH]c2ccccc12 | 5
CN(C(=O)C(c1ccccc1)c1ccccc1)c1ccccc1 | 1
CCOC(=O)CCNC(=O)/C=C/c1ccco1 | 9
O=c1oc2ccc(Br)cc2cc1-c1csc(-c2cc3cc([N+](=O)[O-])ccc3oc2=O)n1 | 7
Cc1cc(Br)ccc1S(=O)(=O)n1ccnc1 | -7
CCOc1ccc(C(=O)Nc2ccc3oc(-c4ccccc4Cl)nc3c2)cc1 | -2
Cc1nc2ccccc2n1CCC(C)C | -2
Cc1cc(-c2ccco2)c(C#N)c(=S)[nH]1 | 3
Cc1ccc(Cl)cc1NC(=O)CSc1nnnn1-c1ccccc1 | 4
CC(=O)c1ccc(NC(=O)c2cnn3c(C(F)(F)F)cc(-c4cccs4)nc23)cc1 | 9
CCCCOc1ccc(NC(=O)CCSc2nccn2C)cc1 | 1
COc1ccc2ccccc2c1C=Nc1ccc(S(N)(=O)=O)cc1 | 33

Next section, starting with the last 5 of the part before.
SMILES | ER stress surv
Cc1cc(-c2ccco2)c(C#N)c(=S)[nH]1 | 3
Cc1ccc(Cl)cc1NC(=O)CSc1nnnn1-c1ccccc1 | 4
CC(=O)c1ccc(NC(=O)c2cnn3c(C(F)(F)F)cc(-c4cccs4)nc23)cc1 | 9
CCCCOc1ccc(NC(=O)CCSc2nccn2C)cc1 | 1
COc1ccc2ccccc2c1C=Nc1ccc(S(N)(=O)=O)cc1 | 33
Cc1ccc(/C(O)=C2/C(=O)C(=O)N(CCCn3ccnc3)C2c2ccc([N+](=O)[O-])cc2)cc1 (stereo not drawn) | 10
CN1C(=O)/C(=C2\SC(=S)N(Cc3ccco3)C2=O)c2ccccc21 | 0
Cc1cc(C)nc(NS(=O)(=O)c2ccc(NC(=O)CSc3ncn[nH]3)cc2)n1 | 4
COc1ccc(CCNS(=O)(=O)c2ccc(Cl)cc2)cc1OC | -1
O=C(COc1ccccc1)N1CCN(C(=O)c2ccccc2F)CC1 | 4
Cc1ccccc1C(=O)N=Nc1c(O)n(CN(C)C)c2ccccc12 | -2
FC(F)(F)c1ccc(/C=N/N2CCN(Cc3cccc4ccccc34)CC2)cc1 | -5
Cc1ccc2c(c1)c1c3n2CCN(CC(O)CNCN2CCCCCC2)C3CCC1 (stereo not drawn) | -7
Cc1cccc(C(=O)NCCc2nc3ccccc3[nH]2)c1 | -1
CCOc1ccccc1NC(=O)c1c(NC(=O)c2cccc(F)c2)sc2c1CCCCC2 | 53*
O=S(=O)(Cc1ccccc1)CC(O)COc1ccccc1 (stereo not drawn) | 7
COc1ccccc1NC(=O)C1=C(C)NC(=S)NC1c1ccccc1Cl (stereo not drawn) | 7
CCCN=C(C)C1=C(O)C(C(=O)OC)C(C)(C)CC1=O (stereo not drawn) | 3
O=C(c1ccc([N+](=O)[O-])cc1)N1CCN(CC2CC=CCC2)CC1 (stereo not drawn) | -6
COc1cc(/C=C(\C#N)C(N)=S)ccc1OCc1ccccc1 | 5
COc1ccccc1N1CCN(C2CC(=O)N(c3ccc(C(=O)O)cc3)C2=O)CC1 (stereo not drawn) | 8
CCN1C(=O)/C(=C\c2ccc(N(C)C)cc2)SC1=S | -2
O=S(=O)(Cc1ccccc1)NCCOc1ccc(Cl)cc1 | 6
O=C(N/N=C/c1ccccc1O)C1CC(=O)N(c2ccc(Cl)cc2)C1 (stereo not drawn) | 2
O=C(NCc1ccncc1)C(=O)Nc1nc(C23CC4CC(CC(C4)C2)C3)cs1 | 88*
O=C(Nc1ccccc1)Nc1nnc(Cc2ccc(F)cc2)s1 | 1
COc1cc(/C=N/NC(=O)c2cccc(I)c2)ccc1OC(C)=O | -5
COC(=O)CCC(=O)NCc1ccccc1 | 10
CCn1c(-c2ccc(C(C)(C)C)cc2)n[nH]c1=S | 3
O=C(Nc1c(C(=O)N2CCC(Cc3ccccc3)CC2)cnn1-c1ccccc1)c1ccccc1F | -2
COC(=O)c1ccccc1NC(=O)CN(c1cccc(C(F)(F)F)c1)S(C)(=O)=O | 6
C=CCC(NCc1ccccc1)c1ccncc1 (stereo not drawn) | 5
CCOc1ccccc1C(=O)Nc1ccc(C(=O)OCC(C)C)cc1 | 3
COc1cc(/C=C2\C(=O)NC(=O)N(c3ccc(Cl)cc3)C2=O)ccc1OCC(=O)O | 1
Cc1cc(C)c(/C(O)=C2/C(=O)C(=O)N(c3ccccn3)C2c2cccnc2)c(C)c1 (stereo not drawn) | -3
COc1cc(/C=C2/C(=O)NN(c3ccc(C)c(C)c3)C2=O)ccc1O | 2
O=C(COc1ccccc1)NC1CCCCCCC1 | 9
CC1CCC(C(C)C)C(OC(=O)C[n+]2cccc(C(N)=O)c2)C1 (stereo not drawn) | 2
COc1ccc(CCN2C(=O)CC(N3CCN(c4ccc(Cl)cc4)CC3)C2=O)cc1OC (stereo not drawn) | -5
O=C1C(=C(c2ccccc2)c2ccccc2)C(=O)c2ccccc21 | 6
O=C(Nc1cccc(-c2nc3cc(Cl)ccc3o2)c1)c1cccc([N+](=O)[O-])c1 | 1
O=C1c2ccccc2C(=O)N1CCc1nc2ccccc2c(=O)n1Cc1ccccc1 | 5
Cc1ccc(Cl)cc1NC(=O)C(C(C)C)N1C(=O)c2ccccc2C1=O (stereo not drawn) | 3
O=C(/C=C/c1ccc(F)cc1)Nc1ccc(F)cc1 | -4
O=C1C(=O)N(CCO)C(c2ccc(Br)cc2)/C1=C(\O)c1ccc(Cl)cc1 (stereo not drawn) | 7
c1ccc(-c2nc(-c3cccnc3)no2)cc1 | 5
COC(=O)c1ccc(OCC(O)CN2CCOCC2)cc1 (stereo not drawn) | 0
O=C(Nc1ccc(-c2nc3ccccc3o2)c(O)c1)c1ccc(-c2ccccc2)cc1 | 3
CC(=C(C#N)C#N)c1ccc2c(c1)OCO2 | -7
O=C1C(=Cc2ccc(OCc3ccc(F)cc3)c(Br)c2)C(=O)c2ccccc21 | 2
O=C1CC(c2ccccc2)CC2=C1C(c1ccsc1)Nc1ccccc1N2 (stereo not drawn) | 6
COc1cc(C(=O)Nc2ccc3oc(-c4ccc(C)cc4C)nc3c2)cc(OC)c1OC | -5
CC1(C)CC(=O)c2c(oc3ccc(NS(=O)(=O)c4ccc(Cl)cc4)cc23)C1 | 8
O=[N+]([O-])c1cc(C(F)(F)F)ccc1N1CCN(C/C=C/c2ccccc2)CC1 | -5
COC(=O)CN(c1cccc(Cl)c1Cl)S(=O)(=O)c1ccccc1 | 4
NS(=O)(=O)c1ccc(CCNC(=S)NC(=O)c2cccs2)cc1 | 0
O=P(Cc1ccncc1)(c1ccccc1)c1ccccc1 | 14
Clc1ccc(-c2nnc(-c3ccccc3)o2)cc1 | 1
COc1ccc2c(c1)OCC/C2=N\OC(=O)c1ccc(C)cc1 | 0
CCOc1c(C=C2C(=O)NC(=O)NC2=O)cccc1OC | 13
O=C1c2ccc(-c3ccc4c(c3)C(=O)N(c3ccccn3)C4=O)cc2C(=O)N1c1ccccn1 | 2
COc1ccc(/C=C/C(=O)Nc2cc(S(N)(=O)=O)ccc2C)cc1 | 3
COCCN1C(=O)C(=O)/C(=C(/O)c2ccccc2)C1c1ccc(Br)cc1 (stereo not drawn) | -5
COc1ccc(/C=C2\C(=O)N(c3ccc(C)c(Cl)c3)N=C2C)cc1[N+](=O)[O-] | -2
O=c1c2ccccc2nc(-c2ccco2)n1-c1cccc2ccccc12 | 2

(next part)
SMILES | ER stress surv
O=C1N/C(=N\N=C\c2ccccc2O)SC1Cc1ccc(Cl)cc1 (stereo not drawn) | 6
CCOC(=O)COc1c(Cl)cc(C=C2C(=O)NC(=S)NC2=O)cc1Cl | 1
O=C(c1ccco1)N1CCN(Cc2ccc(F)cc2)CC1 | -4
Cc1ccnc(NC(=O)c2cc(I)ccc2Cl)c1 | 6
COc1ccc(NC(=O)CN(c2ccc(Br)cc2)S(C)(=O)=O)cc1OC | 0
Cc1ccc(Cl)cc1N1C(=O)C2C3C=CC(CO)(O3)C2C1=O (stereo not drawn) | 1
CCCN(C=O)/N=C/c1ccc([N+](=O)[O-])cc1O | 2
CC(C)(C)C(=O)COc1ccc2c(-c3ccccc3)cc(=O)oc2c1 | 0
O=C(CCCOc1ccccc1)Nc1ccc(F)cc1 | 10
N/C(=N\OC(=O)c1ccccc1Br)c1ccc(Cl)cc1 | -1
Cc1ccc(-c2ccccc2)n1-c1ccc2c(c1)OCO2 | 0
CC1=CC(C)(C)Nc2ccc(OC(=O)c3ccc(Cl)c([N+](=O)[O-])c3)cc21 | -6
CC(C)Oc1ccccc1-c1cc(C(=O)O)c2ccccc2n1 | 0
O=C(COc1ccc(Cl)cc1Cl)Nc1ccc2c(c1)oc1ccccc12 | 2
CCOc1ccccc1NC(=O)C1C2CCC3C(CCC21)C3(Cl)Cl (stereo not drawn) | 3
O=C(CSc1nc(O)c(Cc2ccccc2)c(=O)[nH]1)Nc1cccc2ccccc12 | 11
Cc1nnc(NC(=O)Nc2ccc(Cl)c(Cl)c2)s1 | 2
O=[N+]([O-])c1ccccc1S(=O)(=O)NCc1ccc2c(c1)OCO2 | 4
Cc1cc(Cl)cc(Cl)c1OCCCCN1CCCCC1 | -8
CCOC(=O)c1ccc(NC(=O)COc2ccccc2Cl)cc1 | 8

A draw from above in order of molar mass, highest first.
SMILES | ER stress surv
COc1ccc(NC(=O)CN(c2ccc(Br)cc2)S(C)(=O)=O)cc1OC | 0
O=C(CSc1nc(O)c(Cc2ccccc2)c(=O)[nH]1)Nc1cccc2ccccc12 | 11
N/C(=N\OC(=O)c1ccccc1Br)c1ccc(Cl)cc1 | -1
O=[N+]([O-])c1ccccc1S(=O)(=O)NCc1ccc2c(c1)OCO2 | 4
Cc1cc(Cl)cc(Cl)c1OCCCCN1CCCCC1 | -8
Cc1nnc(NC(=O)Nc2ccc(Cl)c(Cl)c2)s1 | 2

In the list so far, four contain a thiophene ring, fused or not:
SMILES | ER stress surv
CC(=O)c1ccc(NC(=O)c2cnn3c(C(F)(F)F)cc(-c4cccs4)nc23)cc1 | 9
CCOc1ccccc1NC(=O)c1c(NC(=O)c2cccc(F)c2)sc2c1CCCCC2 | 53*
O=C1CC(c2ccccc2)CC2=C1C(c1ccsc1)Nc1ccccc1N2 (stereo not drawn) | 6
NS(=O)(=O)c1ccc(CCNC(=S)NC(=O)c2cccs2)cc1 | 0

(list continues)
SMILES | ER stress surv
COc1cc(C=C2C(=O)N(C)C(=O)N(C)C2=O)ccc1OC(C)c1ccccc1 (stereo not drawn) | 1
O=c1[nH]c(=S)n(-c2ccc(Cl)c(Cl)c2)c(O)c1/C=C1/C=Nc2ccccc21 | 24
Cc1ccc2nc(/C(C#N)=C\c3ccc(N4CCCCC4)c([N+](=O)[O-])c3)[nH]c2c1 | 5
Cc1occc1C(=O)NCc1cccnc1 | 10
Cn1c(NCc2ccccc2)cc(=O)n(C)c1=O | 7
O=C(CN1C(=O)c2cccc3cccc(c23)C1=O)OCc1ccc2c(c1)OCO2 | 12
COC(=O)c1cc(C(=O)Nc2cc(Cl)ccc2OC)cc([N+](=O)[O-])c1 | 5
CC(NC(=O)CN1CCCCC1)C1COc2ccccc2O1 (stereo not drawn) | -9
CN1C(=O)NC(=O)/C(=C/c2ccc(-c3ccc(F)cc3)o2)C1=O | 32
CCOC(=O)C1=C(O)/C(=C/c2ccco2)SC1=Nc1cccc(Cl)c1 | -3
O=C(Nc1cccnc1)c1cccc2c1C(=O)c1ccccc1-2 | 3
O=C1C(Cl)=C(Nc2ccc(Cl)cc2)C(=O)c2ccccc21 | -1
CCOC(=O)c1c(NC(=O)CC2Sc3ccc(C(F)(F)F)cc3NC2=O)sc(C)c1C (stereo not drawn) | 4
Cc1cc(C)n(-c2cc(-c3ccccc3)nc(-c3ccccc3)n2)n1 | 0
COC(=O)C1=C(C)NC2=C(C(=O)CC(c3cccs3)C2)C1c1ccc(C)s1 (stereo not drawn) | 4
COc1ccc(C(=O)/C=C/c2ccc3c(c2)OCO3)cc1OC | 12
CCc1cc(C(=O)N=Nc2c(O)[nH]c3ccc(Br)cc23)c2ccccc2n1 | 3
Cc1c(Cl)cccc1-c1ccc(C(=O)Nc2cccc(NC(=O)c3cccc(Cl)c3)c2)o1 | 8
NC(=O)c1ccc(NC(=O)c2ccccc2[N+](=O)[O-])cc1 | 4
COc1ccc(C2CC(=O)C3=C(C2)Nc2ccccc2NC3c2ccc(OC(C)=O)c(OC)c2)cc1 (stereo not drawn) | 0

Given in markdown: entries from further up.
| Compound | ER stress surv |
| --- | --- |
| COC(=O)CN(c1cccc(Cl)c1Cl)S(=O)(=O)c1ccccc1 | 4 |
| NS(=O)(=O)c1ccc(CCNC(=S)NC(=O)c2cccs2)cc1 | 0 |
| O=P(Cc1ccncc1)(c1ccccc1)c1ccccc1 | 14 |
| Clc1ccc(-c2nnc(-c3ccccc3)o2)cc1 | 1 |

More entries follow.
SMILES | ER stress surv
CC(C)(C)NC(=O)/C(=C\c1cccs1)NC(=O)c1ccccc1 | 2
OC(C#CC12CC3CC(CC(C3)C1)C2)c1cccnc1 (stereo not drawn) | 2
CCOP(=O)(CN1CCN(CP(=O)(OCC)OCC)CC1)OCC | 5
CC(=C(C#N)C#N)c1ccc2c(c1)OCCO2 | -8
Cc1ccc(C)c(S(=O)(=O)n2cnc3ccccc32)c1 | -4
